Screening data (PubChem)
EphA4 KYL inhibition = EphA4 ligand-binding antagonists – biochemical, colorimetric, mouse EphA4, primary screen (AID 689). hit rate 0.1% among 62,000. EphA4-AP binding to KYL peptide, pNPP A405; higher % means a stronger effect. inhibition, % at 10 µM, or IC50 in µM where a hit was titrated; in the data active = a potency from the dose series; inactive = the rest, 99 in 100 with inhibition below about 22%
* marks the source's active call; other numbers are inactive results; & = joins results of further samples. Not all compounds are listed; the hit share may differ from the screen's.

no.	smiles	EphA4 KYL inhibition
1	O=C(Nc1ncc(Cc2cc(Cl)ccc2Cl)s1)c1cccs1	-7.8%
2	Cc1ccccc1-c1nc(CN2CCC(C(=O)NCCC3=CCCCC3)CC2)c(C)o1	-2.2%
3	CC(=O)C1=C(O)C(=O)N(CCC(=O)O)C1c1ccc(Cl)cc1Cl (stereo not drawn)	-6.5%
4	CCn1cc(C(=O)Nc2cccc(NC(C)=O)c2)c2cc(OC)c(OC)cc2c1=O	3.4%
5	CC(=O)c1cccc(NC2=C(Cl)C(=O)c3c(Cl)c(Cl)c(Cl)c(Cl)c32)c1	2.1%
6	O=C(CCN1C(=O)c2ccncc2C1=O)NCc1ccc(Cl)cc1	-7.4%
7	CC1CCC(NC(=O)c2ccc(CS(=O)(=O)Cc3ccccc3F)o2)CC1 (stereo not drawn)	-4.9%
8	CC12CC3CC(C)(C1)CC(C(=O)NC(=S)N1CCOCC1)(C3)C2	-10.1%
9	CC(C)(C)C(=O)CN1C(=O)C2(OCCO2)c2ccccc21	-9.7%
10	O=C(Cn1ncc2c1-c1ccccc1OC2)Nc1nc2ccccc2s1	6.4%
11	C1=C(c2ccccc2)Nc2nnnn2C1c1cccs1 (stereo not drawn)	-4.6%
12	CCOc1ccccc1NC(=O)N1CCCC1C(=O)Nc1ccc(NC(C)=O)cc1 (stereo not drawn)	-14.6%
13	COc1ccc(NS(=O)(=O)c2ccc(NC(=O)c3cnn4c(C(F)F)cc(-c5ccc(C)cc5)nc34)cc2)cc1	-1.0%
14	CC(NC(=O)Cn1c(=O)[nH]c2ccsc2c1=O)C12CC3CC(CC(C3)C1)C2 (stereo not drawn)	-9.6%
15	O=c1cc(O)nc(SCc2ccc(Cl)cc2)[nH]1	-5.8%&-3.8%
16	CC1=C(C(=O)Nc2ccccc2)C2(CCCCC2)C(C#N)=C(S)N1	-12.6%
17	CC(C)c1cccc(C(C)C)c1OCCCCN1CCCC1	-12.2%
18	Cc1cc(Br)ccc1NC(=O)CN1C(=O)C2C3CC(c4ccccc4)C(C3)C2C1=O (stereo not drawn)	-8.6%
19	COc1ccc(C=O)c2c(O)cccc12	-1.0%
20	CN1CCC(=NNC(=O)c2ccco2)CC1	-6.4%

Next section; the last two above are carried over.
no.	smiles	EphA4 KYL inhibition
19	COc1ccc(C=O)c2c(O)cccc12	-1.0%
20	CN1CCC(=NNC(=O)c2ccco2)CC1	-6.4%
21	COc1ccc(CN(CC2CCCO2)S(=O)(=O)c2ccc(C(=O)O)cc2)cc1OC (stereo not drawn)	-5.8%
22	O=C(Nc1ccccc1C(=O)N1CCOCC1)c1ccco1	-15.4%
23	Cc1onc(-c2c(Cl)cccc2Cl)c1C(N)=O	-9.8%
24	Cn1c(=O)c2c(-c3ccccc3)n(Cc3cccnc3)cc2n(C)c1=O	-10.0%
25	CC1CCN(CCc2nc3cc(NC(=O)NC4CCCCC4)ccc3n2C)CC1	-7.7%
26	O=C(c1ccc(-n2cnnn2)cc1)N1CCOCC1	-1.2%
27	NC(=O)c1ccccc1NC(=O)/C=C/c1cccc(Cl)c1	-1.1%
28	Cc1ccc(NC(=O)C2CCCN(c3ncccn3)C2)cc1F (stereo not drawn)	-0.6%
29	Cn1c(=O)[nH]c(=O)c2c1nc(NCCCO)n2CCCc1ccccc1	4.0%
30	O=C(Nc1ccc2c(c1)OCCO2)C1c2ccccc2C(=O)N2CCc3ccccc3C12 (stereo not drawn)	-3.2%
31	CC(C)(C)c1cc(=O)n2c(nc3ccccc32)[nH]1	-6.1%
32	Cc1ccc(S(=O)(=O)N2CCN(C(=O)N3CCOCC3)C2C(C)C)cc1 (stereo not drawn)	-12.0%
33	O=C(CSc1ccccc1)Nc1ccccc1N1CCOCC1	1.9%
34	O=C1C2CCCN2C(c2ccc(F)c(F)c2)N1c1cccc(Cl)c1 (stereo not drawn)	4.5%
35	Cc1nn(CCCC(=O)N2CCc3ccccc3C2)c(=O)c2cc3sccc3n12	-10.6%
36	O=C(c1ccc(COc2ccccc2Cl)o1)N1CCN(c2ccccc2)CC1	11.0%
37	Cn1c(SC2=CS(=O)(=O)c3ccccc32)nc2ccccc21	-12.9%
38	CCOc1cc(C2C3=C(CC(C)(C)CC3=O)NC3=C2C(=O)CC(C)(C)C3)cc(Br)c1OC	-0.5%
39	O=C(Nc1nccs1)C1CCCN(S(=O)(=O)c2cccc3cccnc23)C1 (stereo not drawn)	-11.3%
40	OCCN1CCN(CC#CCn2c3ccccc3c3ccccc32)CC1	-13.8%
41	COc1cc(-c2nnc(-c3ccc(N4CCOCC4)cc3)o2)cc(OC)c1OC	-2.7%
42	COC(=O)c1c(NC(=O)c2c(-c3ccccc3Cl)noc2C)sc2c1CCC2	3.1%
43	CCC1(c2ccc(F)cc2)NC(=O)N(CC(=O)N2CCOCC2)C1=O (stereo not drawn)	-0.8%
44	CN(CCCn1c(=S)[nH]c2ncccc2c1=O)Cc1ccccc1	-14.6%
45	CC(C)c1nc2ccc(C(=O)O)cc2[nH]1	-8.8%
46	CC(C)n1nnnc1SCC(=O)Nc1ccccc1N1CCOCC1	-4.5%
47	CCOc1ccccc1NC(=O)CSc1nnc(C)s1	-16.1%
48	O=C(c1ccccc1F)N1CCN(c2ccc([N+](=O)[O-])c3cccnc23)CC1	-5.0%
49	COc1cc(/C=N\NC(=O)CN2CCOCC2)ccc1OCC(=O)Nc1ccc(C)c(C)c1	-9.1%
50	Cc1ccc2c(c1)NC(=O)C(CC(=O)NCCN(C)C)O2 (stereo not drawn)	-11.8%
51	CC1CC(C)CN(CC(C)(C)NS(=O)(=O)c2ccc(Cl)cc2)C1 (stereo not drawn)	-13.3%
52	CC1CCN(C(=O)C2CCCN(S(C)(=O)=O)C2)CC1 (stereo not drawn)	-10.2%
53	COc1ccc(Cl)cc1C(=O)N1CCN(c2ccc([N+](=O)[O-])cc2)CC1	22.0%
54	COc1ccc(C2N(c3cccc(Cl)c3)C(=O)C3CCCN32)cc1 (stereo not drawn)	-8.2%
55	COc1ccc(-c2nn(-c3ccccc3)cc2/C=C/C(=O)O)cc1	-11.2%
56	C=CCOC(=O)C1=C(C)NC(SCC(=O)Nc2nccs2)=C(C#N)C1c1ccc(Cl)cc1 (stereo not drawn)	-2.5%
57	Cc1ccc(-n2nnnc2C(Cl)(Cl)c2nnnn2-c2ccc(C)cc2)cc1	-3.9%
58	CC(C)CN(CC(C)C)C(=O)CC(=O)NC(=O)c1ccc(Cl)cc1	-1.1%
59	Cn1c(N)c(C(=O)COC(=O)CCC(=O)c2cccs2)c(=O)n(C)c1=O	0.9%
60	CCOc1ccccc1Oc1c(C)oc2c(CN3CCN(CCO)CC3)c(O)ccc2c1=O	6.0%
61	CCSc1ccc(NC(=O)c2cccnc2)cc1	1.3%
62	Cc1ccccc1NC(=O)c1cccc(Cn2cc(Br)c([N+](=O)[O-])n2)c1	-9.1%
63	Cc1ccc(Nc2nc(-c3sc(NC(=O)c4ccc([N+](=O)[O-])cc4)nc3C)cs2)cc1	-1.0%
64	COc1ccc(C)cc1S(=O)(=O)N(C)CC(=O)N1CCN(C)CC1	-3.8%
65	S=C(c1ccc(Br)cc1)N1CCN(Cc2ccccc2)CC1	-6.2%
66	O=C1NC(=O)N(c2ccccc2)C(=O)/C1=C\C=C\c1cccc([N+](=O)[O-])c1	4.9%
67	CCOC(=O)c1c(C)[nH]c2ccc(O)cc12	-15.1%
68	Fc1ccc(-c2nnc3ccc(N4CCc5ccccc5C4)nn23)cc1	14.6%
69	Cc1ccc(OCC(=O)Nc2ccc(-c3nnc(-c4ccco4)o3)cc2)cc1	-12.5%
70	O=C(C1CC(=O)N(C2CCCC2)C1)N1CCC(Cc2ccccc2)CC1 (stereo not drawn)	-5.0%
71	COc1c2occc2c(OC)c2c(=O)cc(C(F)(F)F)oc12	-0.1%
72	COc1ccc(N2CCN(CCCn3c(=S)[nH]c4ncccc4c3=O)CC2)cc1	-0.4%
73	COc1ccc(N2CCN(CCNC(=O)Nc3ccc(Cl)cc3)CC2)cc1	3.4%
74	O=C(NC1CCCC1)C1CCCN1C(=O)Nc1ccc(Cl)cc1 (stereo not drawn)	-11.3%
75	O=C(NCCc1ccc(Cl)cc1)c1ncn[nH]1	-2.4%
76	CCCCCOC(=O)C1[C@H]2C(=O)N(Cc3cccs3)C[C@]23C=C[C@H]1O3 (stereo partly drawn)	-1.3%
77	CCOC(=O)CC1C(=O)NCCN1C(=O)c1c(F)cccc1F (stereo not drawn)	-19.7%
78	Cn1c(=O)c2c(nc(Br)n2CCCc2ccccc2)n(C)c1=O	-19.2%
79	NS(=O)(=O)c1ccc(NC(=O)/C(=C\c2cccs2)NC(=O)c2ccccc2)cc1	13.3%
80	COc1ccc(-c2csc3nc(C)n(-n4cccc4)c(=O)c23)cc1	4.6%

Next section.
no.	smiles	EphA4 KYL inhibition
81	Cc1sc2ncnc(SCC(=O)NC3CC3)c2c1C	-12.8%
82	O=C(Nc1ccc(N2CCOCC2)cc1)c1cn2ccccc2n1	-3.7%
83	Cc1cccc(NC(=S)N/N=C/c2ccc(Cl)c([N+](=O)[O-])c2)c1	-1.7%
84	CCN(CC)CCNC(=O)c1ccc2c(=O)n(CCc3ccccc3)c(=O)[nH]c2c1	12.8%
85	COc1cc(C2C3=C(CC(C)(C)CC3=O)N(C)C(=O)N2C)cc(OC)c1OC (stereo not drawn)	-18.9%
86	O=C(NCc1ccco1)/C(=C/c1cccc(Oc2ccccc2)c1)NC(=O)c1ccccc1	6.0%
87	Cc1c(NC(=S)N/N=C/c2cccc(O)c2)c(=O)n(-c2ccccc2)n1C	39.5µM*
88	COCCn1c(SCC(=O)Nc2ccc(Cl)cn2)nc2ccccc21	0.0%
89	NC(=O)COc1ncn(-c2ccccc2)n1	-3.6%
90	CCCCNC(=O)c1sc(=S)n(-c2ccccc2OC)c1N	7.4%
91	CCN1CCN(S(=O)(=O)c2ccc3c(c2)OCCO3)CC1	-6.4%
92	CC1CCN(S(=O)(=O)c2ccc(F)c(C(=O)O)c2)CC1	-1.3%
93	Cc1nc2cc(-c3ccccc3)nn2c(C)c1CCC(=O)N1CCN(c2ccccc2)CC1	8.5%
94	COc1ccc(NC(=O)c2cc3c(=O)n(C)c4ccccc4c3n2C)cc1OC	-23.4%
95	COc1ccccc1N1CCN(C(=O)c2cc(-c3ccc(Cl)cc3)on2)CC1	6.2%
96	Oc1ccc(/C=N/N2CCN(Cc3ccc(Cl)cc3)CC2)cc1O	-1.0%
97	CCCN1C2=NCCN2c2cc(C)c(C)cc21	-9.3%
98	Cc1nc(NCc2ccco2)c2c3c(sc2n1)CCC3	-17.8%
99	CCCCn1c(=O)[nH]c(=O)c2c1nc(-c1ccc(-c3ccccc3Br)o1)n2CC	-2.2%
100	Cc1cc(C)nc(SCCn2c(N3CCC(C)CC3)nc3c2c(=O)n(C)c(=O)n3C)n1	-8.4%
101	Cc1noc(/C=C/N(C)C)c1S(=O)(=O)N1CCN(c2ccccc2)CC1	5.7%
102	CCC(=O)N1CCc2cc(S(=O)(=O)NCCC(=O)N3CCN(Cc4ccccc4)CC3)ccc21	-16.6%
103	COc1ccc(C(=O)NN2C(=O)C3CCC(C)(C2=O)C3(C)C)cc1 (stereo not drawn)	-1.9%
104	COc1ccc(OC)c(Nc2nc(-c3sc(NC(=O)c4ccccc4)nc3C)cs2)c1	-8.1%
105	O=C(/C=C/Nc1ccccc1O)c1ccc(-c2ccccc2)cc1	-17.0%
106	Cc1cccc(NC(=O)CN(C)S(=O)(=O)c2cccc3cccnc23)c1	-5.7%
107	Cc1c(NC(=O)C2CC(c3ccc(F)cc3)=NO2)c(=O)n(-c2ccccc2)n1C (stereo not drawn)	-5.9%
108	CCOC(=O)N1CCN(C/C(C)=C/c2ccccc2)CC1	-5.2%
109	COc1ccc(-c2nc(-n3c(C)c(C(C)=O)c(C(C)=O)c3C)sc2C)cc1OC	-16.4%
110	CCOc1ccc(-c2nnc3ccc(SCC(=O)NCc4ccco4)nn23)cc1	-5.6%
111	COc1ccccc1NC(=O)c1c(N)sc2c1CCC2	0.7%
112	O=C(c1ccc(C(F)(F)F)cc1)c1c[nH]c(C(=O)NCCCn2ccnc2)c1	0.5%
113	O=c1c(Cl)c(Cl)cnn1Cc1ccccc1Cl	-3.8%
114	Cn1cnc([N+](=O)[O-])c1NC(C)(C)C	0.1%
115	Cc1c(Br)c([N+](=O)[O-])nn1CC(=O)Nc1sc2c(c1C(=O)OC(C)C)CCCC2	-7.1%
116	CCOC(=O)N1CCN(C(=O)c2cc3c(ccc4ccccc43)oc2=O)CC1	-3.3%
117	O=C(NC(=S)Nc1ccc2c(c1)OCO2)c1ccccc1	3.3%
118	CC1(C)CC(O)CC(C)(C)N1CC(O)COCCOc1ccc(Br)cc1 (stereo not drawn)	-9.0%
119	CSc1nnc2c(n1)OC(c1ccc(C(=O)O)cc1)N(C(C)=O)c1ccccc1-2 (stereo not drawn)	0.0%
120	COc1ccccc1NC(=O)COc1ccc(/C=N/NS(=O)(=O)c2ccc(C)cc2)cc1	0.8%
121	Clc1nc2sccn2c1/C=N/n1cnc2ccccc21	10.4%
122	O=C1CN(CC(=O)N2CCCCC2)c2ccccc2O1	-5.8%
123	Cc1cccc(NC2=Nc3ccccc3N3C2=Nc2c(c(C)nn2-c2ccccc2)C3c2ccc(O)c(O)c2)c1 (stereo not drawn)	37.0%

Shown field by field: entries from further up.
113	O=c1c(Cl)c(Cl)cnn1Cc1ccccc1Cl
- EphA4 KYL inhibition: -3.8%

114	Cn1cnc([N+](=O)[O-])c1NC(C)(C)C
- EphA4 KYL inhibition: 0.1%

115	Cc1c(Br)c([N+](=O)[O-])nn1CC(=O)Nc1sc2c(c1C(=O)OC(C)C)CCCC2
- EphA4 KYL inhibition: -7.1%

116	CCOC(=O)N1CCN(C(=O)c2cc3c(ccc4ccccc43)oc2=O)CC1
- EphA4 KYL inhibition: -3.3%
